# GSK3 alpha inh – blockers of GSK3A enzyme activity – biochemical, luminescence, cell-free homogeneous, HTS, primary screen | Glycogen synthase kinase-3 alpha (Homo sapiens), P49840 | GSK-3 alpha kinase, ADP-Glo luminescence, 60 min | inhibition, % at 10 µM | 320,000 tested, 0.1% active | AID 2650, 2010;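 in the data active means inhibition above about 50%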;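 further: GST-tagged GSK-3 alpha with peptide substrate and 25 µM ATP; 0% = DMSO neutral wells and 100% = GW8510 positive control wells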
# Target sequence (P49840 whole entry, looked up): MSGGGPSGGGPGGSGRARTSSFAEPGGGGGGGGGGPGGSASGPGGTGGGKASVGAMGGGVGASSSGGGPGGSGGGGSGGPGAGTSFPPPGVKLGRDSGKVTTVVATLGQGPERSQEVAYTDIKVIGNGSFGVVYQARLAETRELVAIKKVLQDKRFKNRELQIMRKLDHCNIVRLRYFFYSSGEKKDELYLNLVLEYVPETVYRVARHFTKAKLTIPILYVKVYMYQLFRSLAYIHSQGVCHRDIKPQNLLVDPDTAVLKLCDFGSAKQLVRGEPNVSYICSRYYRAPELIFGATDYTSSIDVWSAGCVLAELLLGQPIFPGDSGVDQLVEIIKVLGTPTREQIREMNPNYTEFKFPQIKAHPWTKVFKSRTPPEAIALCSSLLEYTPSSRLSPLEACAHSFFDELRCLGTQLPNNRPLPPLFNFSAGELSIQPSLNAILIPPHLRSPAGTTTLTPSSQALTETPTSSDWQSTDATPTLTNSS
# HSF1 inh – HSF1 inhibitors in luciferase reporter cells, primary screen, cell-based, NIH3T3, luminescence. NIH3T3-HGL HSE-luciferase, MG132-induced, luminescence 8 h; active compounds read low. activity change, negative = inhibition, % at 7.5 µM (by protocol). 300,000 tested, 0.77% active. AID 2098, 2009;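 active means more than half of replicate wells show activity change below -50%, luminescence cut by over half; inconclusive means some wells, but at most half, below -50%; inactive means no replicate well below -50%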;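 further: luciferase reports HSF-1 transcriptional activity via heat shock element; 0% = median of DMSO wells and -100% = zero luminescence signal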
# IEC-6 cytotox – cytotoxicity in IEC-6 intestinal epithelial cells, primary screen, cytotoxicity control for KLF5 inhibitor project, cell-based, luminescence | 290,000 tested, 0.78% active | IEC-6 cytotoxicity, luminescence viability | inhibition, % at 5 µM; in the data active means inhibition above about 22%;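 further: 0% = plate median of test compound wells and 100% = cytotoxic reference compound wells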
# HSF1 activator – HSF-1 activators, primary screen, NIH3T3-HGL cells, MG132 stress, luminescence, single point | NIH3T3-HGL HSF-1 luciferase reporter, 8 h; 100% = twice DMSO control signal | activation, % at 9 µM | 300,000 tested, 1.7% active;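 active means mean replicate activation of at least 50% with a set share of replicates each reaching 50%; inconclusive means only one of those two conditions met; inactive means mean below 50% and too few replicates reaching it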;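 further: 0% = median of the neutral control wells and 100% = twice that signal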
# AI-2 QS modul – Vibrio harveyi AI-2 quorum sensing modulators, primary screen, JMH597 strain, luminescence/OD600 ratio; activity change, % at 7.5 µM; Vibrio harveyi JMH597 AI-2 luminescence/OD600 ratio, 9 h; active compounds read low; strain lacks LuxN and CqsS sensors; 0 = neutral-control median; 300,000 tested, 0.4% active; in the data active means activity change below about -75%, passing the limit was not always enough; inconclusive means no clear call, values can overlap the other calls;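 further: luminescence divided by OD600 gain over 9 h not by final OD600 alone; inactives centre near 13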
# KLF5 inhibitor – KLF5 expression inhibitors, primary screen, DLD-1 cells, luminescence; AID 1700, 2009; 290,000 tested, 0.23% active; DLD-1 KLF5 promoter-luciferase reporter; inhibition, % at 5 µM;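 active means inhibition above a per-plate limit of that plate's mean compound inhibition plus 3 SD, cut at about 60% in these data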;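 further: 0% = DMSO wells and 100% = LY294002 at 200 µM; higher means less KLF5 promoter-driven luciferase light; inactives centre near -14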
# GSK3beta inhib – human GSK3beta kinase inhibitors, primary screen, biochemical, cell-free homogeneous, HTS; Glycogen synthase kinase-3 beta (Homo sapiens), P49841; GST-GSK3beta kinase, ADP-Glo luminescence, 60 min; active compounds read low; activity score (negative = inhibition), % at 10 µM; 300,000 tested, 0.038% active; AID 2097, 2009;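 active means more than half of replicate wells score below -50%, meaning over 50% inhibition versus plate controls; inconclusive means some replicates but at most half score below -50%; inactive means no replicate scores below -50%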;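 further: 0% = median DMSO wells and -100% = median GW8510 positive control wells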
# Target sequence (P49841 whole entry, looked up): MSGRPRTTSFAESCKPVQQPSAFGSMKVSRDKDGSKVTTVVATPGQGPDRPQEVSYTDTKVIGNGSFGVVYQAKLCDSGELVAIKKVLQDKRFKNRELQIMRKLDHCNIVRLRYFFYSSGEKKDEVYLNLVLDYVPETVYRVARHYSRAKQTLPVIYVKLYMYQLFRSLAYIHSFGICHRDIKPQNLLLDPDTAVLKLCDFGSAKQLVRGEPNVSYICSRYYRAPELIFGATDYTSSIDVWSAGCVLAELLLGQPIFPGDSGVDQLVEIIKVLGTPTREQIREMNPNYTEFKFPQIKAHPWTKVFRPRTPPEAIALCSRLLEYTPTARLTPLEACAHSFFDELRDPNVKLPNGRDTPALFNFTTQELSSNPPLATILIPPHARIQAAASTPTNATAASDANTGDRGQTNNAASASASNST
#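 test system = GST-tagged human GSK3beta kinase, cell-free | reagent = 25 µM ATP with peptide substrate | dosing = one dose of 10 µM per compound | schedule = 60 min reaction, RT | detection = luminescent ADP-Glo measurement of ADP formed | control set = DMSO neutral wells and GW8510 at 20 µM as positive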
# PolyA inhibitor – polyadenylation inhibitors in yeast reporter cells, primary screen, luminescence, S. cerevisiae; S. cerevisiae SKY197-pL101 polyadenylation reporter, beta-gal luminescence; efflux-impaired pdr1/pdr3 knockout yeast; score 100 = 6 SD above DMSO; AID 1875, 2009; calls only at 12 µM; 300,000 tested, 0.02% active;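 active means lowest replicate activity score at least 50, where 100 means six control SD above control mean; inconclusive means lowest score under 50 but half or more replicates reach 50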;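 further: yeast exposed to compound for 9 h at 30 °C; higher score means more reporter readthrough which indicates perturbed polyadenylation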
# aSyn 5UTR inh – MLPCN primary screen, SNCA 5' untranslated region; alpha-synuclein 5'UTR reporter, inhibitor activity; inhibition, % (tested at 7.5 µM); 300,000 tested, 0.82% active; in the data active means inhibition above about 60%; inconclusive means no clear call, values can overlap the other calls;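 further: H4 neuroglioblastoma cells stably carrying SNCA 5'UTR luciferase fusion; 0% = DMSO wells and 100% = positive control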
# HSP90 inh – HSP90 inhibitors, primary screen, cell lysate, luminescence. AID 1789, 2009. Heat shock protein HSP 90 (rabbit reticulocyte lysate; luciferase refolding). Rabbit reticulocyte lysate, luciferase refolding luminescence, 3 h. 290,000 tested, 0.91% active. inhibition, % at 5.6 µM;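 active means inhibition above the screen-wide mean plus 3 SD, computed separately per campaign, cut at about 16% in these data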;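 further: 0% = DMSO wells and 100% = 60 µM geldanamycin wells; inhibitors lower the luminescence because luciferase stays unfolded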
# An asterisk follows results filed as active; i = inactive; ? = inconclusive; . = no result given. This is a subset (hit frequency here may not be typical).
SMILES,GSK3 alpha inh,HSF1 inh,IEC-6 cytotox,HSF1 activator,AI-2 QS modul,KLF5 inhibitor,GSK3beta inhib,PolyA inhibitor,aSyn 5UTR inh,HSP90 inh
CC(C)(C)OC(=O)N1CCN(C(=O)c2[nH]cnc2C(=O)NCC(=O)OCc2ccccc2)CC1,-3,-88*,-8,-90,8,-1,-3,i,19,-5
COCCNC(=O)CN(C(=O)c1ccc(N2CCCC2)nc1)c1ccc(F)c(Cl)c1,-3,-4,2,11,-5,-25,3,i,15,-2
Cc1c(Cl)cccc1NC(=S)Nn1cnnc1,-2,2,-11,24,-15,-7,3,i,18,0
O=C(CCNC(=O)Cn1ccc2ccccc2c1=O)NCCCN1CCOCC1,-1,-5,-2,14,6,6,-3,i,4,0
O=C(c1ccc(-c2ccccc2)cc1)C1CCCN(C(=O)Cn2cncn2)C1 (stereo unspecified),0,6,4,15,-4,-13,4,i,5,-3
CN(c1ccccc1)S(=O)(=O)c1ccc(Cl)c(C(=O)NCCc2c[nH]c3ccccc23)c1,-1,5,-12,-1,25,-1,5,i,4,5
Cc1c(-c2ccccc2)c(P(=O)(N2CCOCC2)N2CCOCC2)c2ccccn12,0,-9,-9,-14,-2,-35,-2,i,-18,-3
CNC(=O)C1=NCCCc2cc(OC)c(OC)cc21,-1,-6,-7,7,10,-30,0,i,7,-2
O=C(CN1C(=O)CSc2ccc(S(=O)(=O)N3CCOCC3)cc21)NCc1ccc(Cl)cc1,-1,4,2,5,20,-13,5,i,15,-5
COc1ccc(-n2ncc3c(NC(C)C)ncnc32)cc1,-1,4,1,2,9,-74,-2,i,-50,17*
Clc1ccc(SCCCCN2CCOCC2)cc1,-2,3,-3,-14,12,2,3,i,-2,1
O=C(Nc1ccccc1Cc1ccccc1)c1ccccc1F,-3,10,4,19,24,-19,-4,i,13,-1
CN(Cc1ccccc1)C(=O)C1CCCN1S(=O)(=O)c1ccc2c(c1)n(C)c(=O)c(=O)n2C (stereo unspecified),-4,2,-4,-18,27,0,-3,i,1,0
COc1cc(-c2cc(-c3ccc(N)cc3)[nH]c(=O)c2C#N)cc(OC)c1OC,-2,3,0,18,4,-32,-3,i,14,1
Cn1c(N2CCCCC2)nc2c1c(=O)n(Cc1cccc(Br)c1)c(=O)n2C,.,.,-4,.,5,-8,1,i,38,-5
CCOC(=O)C1(CCOc2ccccc2)CCN(Cc2ccc(OCC)c(CO)c2)CC1,-1,-4,8,10,27,-49,-3,i,-20,3
O=C(CSc1nc2c(sc3ccccc32)c(=O)n1Cc1ccco1)NCC1CCCO1 (stereo unspecified),-1,-12,4,-30,11,-38,-5,i,-9,0
COc1ccccc1NC(=O)CCS(=O)(=O)c1ccc2c(c1)oc(=O)n2C,-2,-14,5,-12,16,-19,1,i,23,2
N/C(=N\OC(=O)CCC1CCCCC1)c1cccc([N+](=O)[O-])c1,-2,7,-6,31,17,-11,0,i,-12,-1
COc1ccc(N2CCN(C(=O)C(=O)c3cn(CC(=O)N4CCCCCC4)c4ccccc34)CC2)cc1,1,-1,-1,-1,30,-3,-2,i,16,-1
O=C(O)C1CCC(CNS(=O)(=O)c2ccccc2)CC1 (stereo unspecified),0,2,5,28,21,-20,-1,i,15,2
NC(=O)Nn1c(CCC(=O)O)ccc1-c1ccc(F)cc1,2,4,-5,16,26,-23,0,i,-27,4
CCCCOc1ccc(S(=O)(=O)N2CCCCC2)cc1,8,4,5,0,-17,-27,4,i,-18,4
CCC(=O)NC(=S)Nc1ccc(-c2nc3ccc(C)cc3s2)cc1,1,9,-9,20,9,-17,1,i,-238,-1
O=C(CN1CCCCC1)Nc1cccc([N+](=O)[O-])c1,-1,-17,-1,-26,26,-34,4,i,4,-1
O=C(NCc1ccco1)C1(S(=O)(=O)c2ccccc2)CC=CC1,-1,-2,6,-5,5,-20,-2,i,9,-1
CN(CC(=O)Nc1ccc(F)cc1)S(=O)(=O)c1ccc2c(c1)c(=O)n(C)c(=O)n2C,1,3,6,-6,10,4,-1,i,6,-1
O=c1[nH]c(C2CCCN(S(=O)(=O)c3ccc(F)cc3)C2)nc2c1nnn2Cc1ccccc1 (stereo unspecified),-2,17,3,10,22,-11,-2,i,25,3
COCCNC(=O)c1onc(CSc2cc(C)ccc2C)c1C(=O)O,-3,-5,1,9,4,-34,4,i,-26,1
Cn1c(-c2ccccc2[N+](=O)[O-])[n+](C)c2ccccc21,-1,-3,-2,10,34,-32,-2,i,16,1
COC(=O)c1cc(=O)n(-c2c(Cl)cc(C(F)(F)F)cc2Cl)[nH]1,-2,-3,4,10,13,-11,2,i,29,3
O=C(Nc1ccc(S(=O)(=O)Nc2nccs2)cc1)c1cc(-c2ccccc2)nc2ccccc12,-3,6,1,12,10,1,0,i,9,-2
COCc1c(C(=O)OC)nnn1-c1ccccc1,-2,2,-6,-9,19,-56,-3,i,15,1
O=C(Nc1ccc(OC(F)F)cc1)Nc1cccc(C(F)(F)F)c1,1,-6,3,-3,-38,-20,1,i,-51,-5
CCOC(=O)c1c(C)oc2cc(Br)c(OCC(N)=O)cc12,2,-2,7,0,2,-47,-6,i,7,-1
Cc1[nH]n(-c2ccc(Br)cc2)c(=O)c1/C=N/NC(=O)c1ccccc1,0,13,65*,39,16,44,2,i,47,-1
CCOC(=O)c1cccc(NC(=O)CSc2nnc(COc3ccc(Cl)cc3)o2)c1,-2,-5,9,10,25,-4,1,i,13,2
COc1ccc(-c2noc(CCC(=O)NCC3CCN(Cc4cccc(C)c4)CC3)n2)cc1,-1,0,3,17,7,-3,2,i,-4,4
CCN1CCN(CC2COc3ccccc3O2)CC1 (stereo unspecified),1,-2,4,-9,14,-12,-1,i,-11,2
CCOC(=O)CNC(=O)c1cc(-c2ccccn2)nc2c(C)c(Cl)ccc12,-1,5,-2,15,0,1,0,i,-66,-5
CN(C)c1nc(-c2ccccc2)nnc1C(F)(F)F,2,.,4,.,17,-6,3,i,.,3
CCOc1ccc(OCC(O)CN2CCc3ccccc3C2)cc1 (stereo unspecified),-3,-1,-1,5,9,-34,-3,i,2,-1
Cc1c(OC(C)C(=O)NCC2CCC(C(=O)O)CC2)ccc2c3c(c(=O)oc12)CCCC3 (stereo unspecified),-2,-8,-3,-9,32,-28,-1,i,14,-3
CCc1ccc(NS(=O)(=O)c2ccc3[nH]cc(C(=O)N4CCc5ccccc54)c(=O)c3c2)cc1,-1,14,-6,10,-9,-93,-2,i,-128,3
COc1ccc(S(=O)(=O)N2CCCC(C(=O)NCC3CCCO3)C2)cc1C (stereo unspecified),0,5,-5,20,3,-37,-1,i,-9,3
COc1ccccc1NS(=O)(=O)c1cc(C(=O)NCC(c2cccs2)N2CCOCC2)ccc1C (stereo unspecified),0,-2,.,-3,25,.,1,i,12,.
O=[N+]([O-])CC(=Nc1ccc(Cl)cc1)N/N=C\c1oc(O)c2ccccc12,0,11,6,17,19,-17,1,i,-6,1
Cc1ccccc1NC(=O)NC1(C(=O)NCCCN2CCOCC2)CCCCC1,0,5,4,-1,16,-14,-3,i,-5,-4
CC(C)(C)c1ccc(-c2ncccc2O)cc1,-2,.,2,.,12,-13,0,.,.,-2
CCN1C(=O)C(CC(=O)Nc2ccc(OC)cc2)N(CCN2CCOCC2)C1=S (stereo unspecified),0,1,-3,-8,-8,-19,-8,i,-16,-2
O=C(COC(=O)c1cccnc1Cl)c1ccc(OC(F)F)cc1,-3,14,-7,36,-1,4,-2,i,-6,-4
O=C(CC1C(=O)NCCN1C(=O)Nc1ccc(F)cc1F)Nc1cc(Cl)ccc1Cl (stereo unspecified),0,-1,-5,14,12,-6,2,i,17,5
CCOCCCNC(=O)CCc1nnc2ccc(N3CCCCC3)nn12,-1,-8,0,-9,9,2,-2,i,-3,2
CC(C)(C)C(=O)Nc1ccc2oc(-c3cc(F)c(F)cc3Cl)nc2c1,.,12,2,26,3,-191,1,i,-252,3
CCOC(=O)c1sc2c(c1C)c(=O)c(C(=O)OCC)cn2CC,.,-4,4,18,32,-12,3,i,-8,6
CCOC(=O)C1=C(C)NC(C)=C(C(=O)OCC)C1c1cc(N)ccc1OC(F)F,0,0,2,10,14,-24,2,i,-8,-2
Cc1nc2ccccc2n1/N=C/c1ccc([N+](=O)[O-])o1,-1,41,2,77*,?,2,3,i,-172,2
COc1nc(C)ccc1-c1noc(-c2cccnc2)n1,1,4,-4,23,21,-106,-5,i,-106,-5
CCn1c(C(=O)N2CCc3ccccc3C2)cc2sccc21,0,4,-2,1,23,-51,2,i,7,1
O=C(Nc1ccc(Cl)cc1[N+](=O)[O-])c1ccc2c(c1)OCCO2,1,22,8,35,21,-110,-2,i,-60,1

# (further entries)
SMILES,GSK3 alpha inh,HSF1 inh,IEC-6 cytotox,HSF1 activator,AI-2 QS modul,KLF5 inhibitor,GSK3beta inhib,PolyA inhibitor,aSyn 5UTR inh,HSP90 inh
O=C(Nc1cccc2c1CCCC2)c1ccccc1Br,2,1,4,16,4,-21,-4,i,4,4
COc1ccccc1NC(=S)NC1CCCC1,-2,-3,.,-3,3,.,0,i,9,.
COCCn1c(=S)[nH]c2cc(C(=O)N3CCN(c4ccc(F)cc4)CC3)ccc2c1=O,.,-6,-3,-5,31,-5,1,i,-1,-3
CC(=O)Nc1cccc(NC(=O)Cc2cccs2)c1,-3,1,0,3,19,-13,-2,i,-11,-3
CC(=O)c1c(C)[nH]c(C(=O)NCc2ccco2)c1C,1,-6,-8,-6,29,-27,1,i,9,2
CC1CC(C)CN(S(=O)(=O)c2ccc(C(=O)OCC(=O)NCCN3C(=O)CSC3=O)cc2)C1 (stereo unspecified),-1,-1,3,-11,9,-13,0,i,-1,-6
CCS(=O)(=O)c1ccc(O)c(NC(=O)Nc2ccccc2OC)c1,-1,-6,0,-12,13,-27,-1,i,-2,-4
COc1ccccc1CC(=O)O/N=C(\N)Cc1cccc2ccccc12,-1,4,6,-6,19,0,2,i,7,3
Cc1cc(C)cc(NC(=O)CSc2nc(=O)n3cc(C)ccc3n2)c1,.,-5,.,0,7,.,-10,i,3,.
